SENP6 block: SENP6 protease inhibitors, primary screen, biochemical, luminescence, uHTS. AID 2599, 2010. 1.8% of 330,000 active. Sentrin-specific protease 6 (Homo sapiens), Q9GZR1. Recombinant SENP6 catalytic domain, aminoluciferin luminescence. inhibition, % at 10 µM;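 active means inhibition above about 50% at the single tested dose, limit read from the data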;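 further: plate controls were DMSO wells with enzyme for no effect and DMSO wells lacking enzyme for full effect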
GRIN3A LBD mod: binders of NR3A ligand-binding domain, primary screen, biophysical, differential scanning fluorimetry, uHTS | Glutamate receptor ionotropic, NMDA 3A (GRIN3A) ligand-binding domain | NR3A LBD differential scanning fluorimetry, Tm shift; 0% = protein alone, 100% = glycine-bound protein | Tm shift relative to glycine control, % at 25 µM | 2.5% of 340,000 active;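 active means melting temperature shift of at least 10% of the positive control shift, at one fixed dose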
HKDC1 inhibitor: HKDC1 hexokinase inhibitors, primary screen, biochemical, fluorescence, uHTS; Q2TB90; recombinant HKDC1, G6PDH/diaphorase resazurin coupled fluorescence; inhibition, % at 20 µM; 0.16% of 340,000 active; AID 493160, 2011;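 active means inhibition above about 35% when tested at 20 µM, limit read from the data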;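 further: plate controls were DMSO wells with enzyme for no effect and DMSO wells lacking enzyme for full effect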
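Incubation: 90 min at room temperature in dark / Material: recombinant HKDC1 (HK5) hexokinase enzyme, produced in-house / Quantity: enzyme 5 µg/mL final / Compound: one dose of 20 µM, 1% DMSO / Reagent: glucose and ATP substrates / Buffer or medium: Tris pH 8.0 buffer with MgCl2, Tween-20, BSA, BME / Technique: resorufin fluorescence at 613 nm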
PfG6PD inh: PfG6PD enzyme inhibitors, primary screen, biochemical, fluorescence intensity, uHTS; inhibition, % at 20 µM; AID 504690, 2011; 0.78% of 350,000 active; PfGluPho enzyme, NADPH resazurin-diaphorase fluorescence;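 active means inhibition reaching at least a set limit at 20 µM in the primary screen, cut at about 59% in these data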;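 further: 0% = DMSO wells with substrate and 100% = DMSO wells lacking glucose-6-phosphate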
SENP8 block: human SENP8 protease inhibitors, primary screen, biochemical, fluorescence, Nedd8 protein substrate, uHTS; Sentrin-specific protease 8 (Homo sapiens), Q96LD8; 0.64% of 360,000 active; inhibition, % at 20 µM; AID 602440, 2012; recombinant SENP8; in the data active means inhibition mostly above about 40%, no sharp cut-off; inactive means mostly below about 27%
Target sequence (Q96LD8 whole entry, looked up): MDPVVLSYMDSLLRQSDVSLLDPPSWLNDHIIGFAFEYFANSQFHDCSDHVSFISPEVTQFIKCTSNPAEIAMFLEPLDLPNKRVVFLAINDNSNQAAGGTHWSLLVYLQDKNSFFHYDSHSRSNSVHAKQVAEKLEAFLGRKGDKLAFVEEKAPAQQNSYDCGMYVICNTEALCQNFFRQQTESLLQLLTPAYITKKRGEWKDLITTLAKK
ATG4B inh: ATG4B protease inhibitors, primary screen, biochemical, fluorescence, uHTS | inhibition, % at 8.33 µM | Cysteine protease ATG4B (Homo sapiens), Q9Y4P1 | ATG4B cleavage of LC3-PLA2, NBD-HPC fluorescence, 1 h | 0.51% of 340,000 active; in the data active means inhibition above about 40%
Target sequence (Q9Y4P1 whole entry, looked up): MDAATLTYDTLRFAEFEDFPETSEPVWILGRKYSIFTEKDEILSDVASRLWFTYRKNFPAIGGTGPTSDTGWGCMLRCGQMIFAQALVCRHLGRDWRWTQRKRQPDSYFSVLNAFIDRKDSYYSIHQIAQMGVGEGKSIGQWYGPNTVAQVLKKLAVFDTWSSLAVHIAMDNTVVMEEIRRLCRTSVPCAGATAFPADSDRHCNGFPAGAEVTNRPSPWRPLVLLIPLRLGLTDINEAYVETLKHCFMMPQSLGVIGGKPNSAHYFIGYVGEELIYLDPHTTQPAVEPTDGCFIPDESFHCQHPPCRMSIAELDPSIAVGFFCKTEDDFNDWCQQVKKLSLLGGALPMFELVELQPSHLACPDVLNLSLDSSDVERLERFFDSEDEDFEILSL
SENP7 block: SENP7 protease inhibitors, primary screen, biochemical, luminescence, uHTS | inhibition, % at 5 µM | recombinant SENP7, Z-RLRGG-aminoluciferin luminescence, 40 min | 1.5% of 330,000 active | AID 434973, 2010 | Sentrin-specific protease 7 (Homo sapiens), Q9BQF6;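 active means inhibition above about 50% at the single test dose, limit read from the data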;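 further: plate controls were DMSO with enzyme for no effect and no enzyme buffer wells for full effect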
MPTP inh: mitochondrial permeability transition pore inhibitors, primary screen, biochemical, isolated mouse mitochondria, absorbance | AID 602449, 2012 | inhibition, % at 10 µM | 1.4% of 360,000 active | Ca2+ swelling absorbance, 30 min;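 active means inhibition of 50% or more, scaled per plate between neutral and stimulator controls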;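 further: 0% = DMSO wells given calcium and 100% = 1 mM EGTA wells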
Starred values were filed as active, the others as inactive; i = inactive; / = no result given.

SMILES	SENP6 block	HKDC1 inhibitor	SENP7 block	GRIN3A LBD mod	PfG6PD inh	SENP8 block	ATG4B inh	MPTP inh
CCN1CC(C)(C)N(C(=O)c2ccccc2)CC1(C)C	/	-4	/	-6	10	11	-6	-0.3
O=C(NC(=S)N1CCCc2ccccc21)c1ccc(Cl)cc1	/	11	/	-6	52	-283	17	2.6
CCOC(=O)c1c(C)oc2cc(Cl)c(O)c(CN(C)C)c12	-22	-8	2	1	16	8	-8	4.4
CCOC(=O)c1c(C)[nH]c2c1cc(O)c1ccccc12	-16	21	3	-10	49	-87	-12	1.0
N#C/C(=C\C=C\c1ccccc1)c1nc(-c2ccc(Cl)cc2)cs1	-21	3	-2	9	-5	-292	10	-0.3
CC(Sc1nnc(-c2cccnc2)n1-c1ccccc1)C(=O)NCc1ccc2c(c1)OCO2 (stereo unspecified)	-27	-9	7	2	6	7	-7	0.1
Cc1[nH][nH]c(=O)c1[C@@H](c1ccccc1[N+](=O)[O-])C(C#N)C#N	-12	-1	-3	-2	21	-173	-10	3.1
COc1ccc(C2CC(c3cccs3)=Nc3ccccc3S2)cc1 (stereo unspecified)	-7	3	-5	1	38	-2	15	2.0
O=C(Oc1ccc(OC(=O)c2ccncc2)cc1)c1ccncc1	-17	8	1	-1	-7	15	-10	-0.2
CCc1c(O)nc(SCC(=O)Nc2ccccc2)n(C(C)CC)c1=O (stereo unspecified)	-12	-8	8	-8	-11	8	-6	1.1
O=C(NNC(=S)NC1CCCCC1)c1ccccc1Br	-8	-2	-9	0	-18	13	0	-0.8
O=[N+]([O-])c1ccc2nccn2c1	-4	-10	-3	1	2	23	-10	1.5
COc1ccc(Cl)cc1NC(=O)CSc1nnc(C2CC2)n1C	-13	-7	1	-3	1	1	-5	0.1
COc1ccccc1CNC(=O)c1ccc(Cl)c(S(=O)(=O)N2CCCC2)c1	-8	-7	-5	2	-10	14	1	-1.0
CN(/N=C/c1cccs1)c1cc(=O)n(C)c(=O)[nH]1	-12	-7	-7	-6	-16	5	9	-1.8
CCOC(=O)c1ccc(NC(=S)N2CCCC(C(=O)OCC)C2)cc1 (stereo unspecified)	-10	-6	8	1	11	5	-2	0.4
CCOC(=O)c1ccc(CSc2ncn[nH]2)o1	18	-8	-51	-1	-2	25	-4	-1.8
Cc1ccc(C(=O)Nc2ccc3c(c2)OCO3)cc1S(=O)(=O)N1CCCC1	-20	-6	-10	-1	13	21	-4	1.8
COc1cc(C=O)ccc1OC(=O)c1ccc(C(C)C)cc1	-5	2	-9	0	4	10	14	-5.2
O=C(O)CNC(=O)CC12CC3CC(CC(C3)C1)C2	0	-4	0	1	-7	28	0	-1.1
CN(C)CCNc1c(N)c(=O)oc2ccccc12	-5	-11	6	-2	4	4	-10	0.5
CC(O)/C=C/c1ccc2ccccc2n1 (stereo unspecified)	-14	-6	-18	10	5	12	2	-0.9
COc1ccc(-n2nc(C(=O)NCC(=O)NCC3CCCO3)c3ccccc3c2=O)cc1 (stereo unspecified)	9	-6	5	1	-13	-50	-1	-0.7
CCOC(=O)c1[nH]c2ccc(OC)cc2c1NC(=O)CN1CCC2(CC1)OCCO2	-4	-3	-1	-1	1	-315	-3	-0.7
CCCN(CC(=O)Nc1ccccc1C)C(=O)Cc1c[nH]c2ccccc12	/	2	/	0	-20	0	0	-1.1
Cc1ccc(C)c(N2CCN(C(=O)CCC(=O)N3CCOc4ccc(Cl)cc43)CC2)c1	-10	-5	-2	-11	18	21	-18	0.0
Cc1ccc2occ(/C=N/NC(N)=S)c(=O)c2c1	-2	11	9	-2	-14	13	9	0.0
c1coc(CNCc2cccs2)c1	-27	-7	-1	1	11	4	2	-0.5
Cc1ccc(N2C(=O)N(CC(=O)Nc3ccc(C)cc3Cl)C(=O)C2C)cc1 (stereo unspecified)	6	3	3	-2	2	4	3	-0.8
Cc1ccc(C(=O)N2CCN(C(=O)CN3CCOCC3)C2)cc1	16	-6	1	-3	-10	6	7	-0.9
CC(C)(C)c1ccc(C(=O)NCCC(=O)N2CCN(c3ncccn3)CC2)cc1	-32	2	-12	2	13	-15	3	-3.7
O=C(O)c1cc2c([nH]c1=O)CCCC2	-12	1	1	-4	3	-154	-7	-0.1
CC(C)(C)c1ccc(-n2ncc3c2CCCC3NC(=O)CCCn2cncn2)cc1 (stereo unspecified)	-2	-2	-2	-1	4	19	-5	4.9
Cc1csc(NC(=O)CSc2nnc(NC(=O)C3CC(=O)N(c4ccccc4)C3)s2)n1 (stereo unspecified)	-13	-6	-4	-6	3	8	0	-0.6
COc1ccc2oc(=O)c(C(=O)NCc3ccc(C)cc3)cc2c1	-2	4	-1	3	-13	i	4	1.8
O=C(Cn1cnc2ccccc2c1=O)OCC(=O)c1ccc2c(c1)OCCO2	-2	1	-4	-1	3	-11	-16	1.3
CCn1c(SCC(=O)N2CCc3ccccc32)nnc1-c1c[nH]c2ccccc12	-8	-11	3	-6	-1	35	12	-2.2
O=C1c2ccccc2C(=O)N1CCCn1nnc(-c2ccc(N3CCOCC3)cc2)n1	-5	7	-6	1	-8	10	-5	0.9
Cc1cc2cc(CCNC(=O)CC(C)(C)C)c(=O)[nH]c2cc1C	-22	13	-16	0	-9	-68	3	2.2
CCc1nc2sc3c(c2c(=O)n1NC(=O)CCl)CCCC3	-4	-10	-8	1	-16	1	-1	3.3
S=C(NCC1COc2ccccc2O1)Nc1ccc(Br)cc1 (stereo unspecified)	-13	-2	-7	15*	10	10	-9	91*
S=c1[nH]nc(-c2ccc(Cl)cc2)n1/N=C/c1ccco1	-26	-1	-3	1	17	19	-7	4.1
CCOC(=O)c1ccc(NC2Nc3cc(C)nn3S2)cc1 (stereo unspecified)	-8	-3	-8	0	1	8	7	0.1
C=CCNC(=O)c1cccn1-c1ccsc1C(=O)OC	-24	-8	4	-1	-19	3	4	0.5
Cc1ccc(S(C)(=O)=O)cc1C(=O)OCC(=O)N(Cc1ccccc1)Cc1ccccc1	-4	6	-3	2	28	1	2	-1.7
CC(C)C1N=C2c3ccccc3N=C(SCC#N)N2C1=O (stereo unspecified)	2	3	-4	4	2	-270	-2	0.2
CN1CCN(c2ccc(C(CC(N)=O)NC(=O)Cc3ccc(Br)cc3)cc2[N+](=O)[O-])CC1 (stereo unspecified)	-17	-4	4	-2	0	16	-11	-0.3
O=c1oc2ccccc2nc1/C=C(\O)c1ccccc1	-28	3	10	1	-20	13	3	2.3
O=C(NC(=S)N(CCO)Cc1ccccc1)c1cc(Br)ccc1Cl	1	-10	-5	-4	-10	18	-1	-2.7
CCOc1ccc(NC(=O)CSc2nnc(C)n2C2CC2)cc1S(=O)(=O)N1CCCC1	-4	-5	-2	3	14	-3	-2	-0.7

Further structures:
SMILES	SENP6 block	HKDC1 inhibitor	SENP7 block	GRIN3A LBD mod	PfG6PD inh	SENP8 block	ATG4B inh	MPTP inh
Cc1cc([N+](=O)[O-])c(=O)[nH]c1C	/	-4	/	3	26	12	-2	-0.5
CCc1ccc(-c2nc(CSCC(=O)NCCCN3CCCC3=O)c(C)o2)cc1	12	5	5	0	4	8	-15	2.4
CSc1ncccc1C(=O)OCC(=O)c1[nH]c(C)c(C(C)=O)c1C	-10	-1	-2	-2	12	-8	-4	0.8
CCOC(=O)Cn1c(=O)n(Cc2ccc(OC)cc2)c(=O)c2cccnc21	-9	-3	-7	-7	-3	18	-1	0.9
CN(CC(=O)Nc1ccc(F)cc1)C(=O)c1cccc(S(=O)(=O)N2CCN(c3ccccc3)CC2)c1	-4	-4	4	-6	1	7	-15	0.0
O=C(c1ccccc1)c1ccc(C(=O)N2CCN(c3ccc(F)cc3)CC2)o1	-22	-5	-6	-1	4	26	-9	-1.1
CCCC1=[N+](CC(=O)c2ccc(Br)cc2)CCn2cccc21	-34	0	3	2	14	-167	0	1.5
CCCCN(Cc1cc2cccc(C)c2[nH]c1=O)S(C)(=O)=O	-16	8	-13	-1	-6	-27	0	-0.3
COC(=O)c1ccc(C)c(NS(=O)(=O)c2ccc(NC(C)=O)cc2)c1	8	-6	4	-1	-19	3	2	0.5
CCCCN1C(=O)C(=O)N(CC(=O)c2ccc3c(c2)OCO3)C1=O	-5	5	18	1	-16	30	-2	-0.8
O=C(Nc1ccc2c(c1)OCO2)c1cnn2c(C(F)(F)F)cc(-c3ccco3)nc12	2	-1	2	-3	2	26	-2	-1.7
C/C(=N\NS(=O)(=O)c1ccccc1)c1ccccc1	-13	-1	-5	-1	-16	10	5	-1.9
Cc1oc(-c2cccs2)nc1CN1CCN(C(C)C)C(CCO)C1 (stereo unspecified)	-4	-7	3	3	-4	-49	-1	-1.5

Source: PubChem BioAssay (Sanford-Burnham Center for Chemical Genomics)

Random draw from the library (roughly 6.9% active in at least one column).
